TWEAK Fn14 block = TWEAK-Fn14 signaling inhibition; TWEAK-stimulated Fn14 reporter cells, luciferase luminescence, 8 h; inhibition, % at 10 µM; 360,000 compounds, 2% hits; in the data active = inhibition above about 50%
C8 TRAIL sens = caspase-8 TRAIL sensitization | NB7+C8 cells + TRAIL, ATPlite viability luminescence | inhibition (viability loss, TRAIL sensitization), % at 10 µM | 360,000 compounds, 1% hits | AID 624354;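 active = compounds causing at least 50% loss of cell viability in the single-dose screen, relative to plate controls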
NR5A2 inv ag = suppresses constitutive activity of human LRH-1. HEK293T StAR-luciferase reporter, LRH-1 transfected, 24 h. inhibition, % at 3.6 µM. 360,000 compounds, 0.13% hits;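 active = inhibition above the mean inhibition of all tested compounds plus 3 SD, cut at about 73% in these data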;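 note: 0% = DMSO wells and 100% = reporter-only cells lacking LRH-1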
COUP-TFII inh = inhibitors of human COUP-TFII (NR2F2); P24468; HEK293T NGFI-A luciferase reporter, luminescence; inhibition, % at 8.6 µM; 370,000 compounds, 0.7% hits; AID 686940;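 active = inhibition above a per-plate cutoff, mean inhibition of test wells between control levels plus 3 SD, cut at about 38% in these data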;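 note: cells cotransfected with COUP-TFII expression vector driving the NGFI-A reporter; 0% = median of COUP-TF2 test wells and 100% = reporter-only cells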
TLR9-MyD88 block = inhibitors of human TLR9-MyD88 binding | CHO BLA complementation TLR9-MyD88, CCF4 FRET ratio | inhibition, % at 4.98 µM | 340,000 compounds, 0.21% hits | AID 504734;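 active = inhibition above the mean over all tested compounds plus 3 SD, cut at about 21% in these data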;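 note: 0% = DMSO only wells and 100% = clavulanate BLA inhibitor control wells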
LMP1 NFkB inh = reduces LMP1-driven NF-kappaB luciferase signal; AID 504558; 350,000 compounds, 0.69% hits; inhibition, % at 12.5 µM; LMP1-induced NF-kappaB luciferase reporter cells, luminescence; in the data active = inhibition above about 41%;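 note: 0% = neutral control wells and 100% = reference inhibitor control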
SRC1 inh = human NCOA1 inhibition | 360,000 compounds, 0.12% hits | inhibition, % at 3.6 µM | HEK293 GAL4-SRC1 luciferase reporter, luminescence;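 active = inhibition above the campaign mean plus 3 SD, with each screening campaign given its own cutoff, cut at about 60% in these data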;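 note: 0% = DMSO treated cells and 100% = gossypol at 36 µM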
Target sequence (Q15788 whole entry, looked up, the tested form may be a part): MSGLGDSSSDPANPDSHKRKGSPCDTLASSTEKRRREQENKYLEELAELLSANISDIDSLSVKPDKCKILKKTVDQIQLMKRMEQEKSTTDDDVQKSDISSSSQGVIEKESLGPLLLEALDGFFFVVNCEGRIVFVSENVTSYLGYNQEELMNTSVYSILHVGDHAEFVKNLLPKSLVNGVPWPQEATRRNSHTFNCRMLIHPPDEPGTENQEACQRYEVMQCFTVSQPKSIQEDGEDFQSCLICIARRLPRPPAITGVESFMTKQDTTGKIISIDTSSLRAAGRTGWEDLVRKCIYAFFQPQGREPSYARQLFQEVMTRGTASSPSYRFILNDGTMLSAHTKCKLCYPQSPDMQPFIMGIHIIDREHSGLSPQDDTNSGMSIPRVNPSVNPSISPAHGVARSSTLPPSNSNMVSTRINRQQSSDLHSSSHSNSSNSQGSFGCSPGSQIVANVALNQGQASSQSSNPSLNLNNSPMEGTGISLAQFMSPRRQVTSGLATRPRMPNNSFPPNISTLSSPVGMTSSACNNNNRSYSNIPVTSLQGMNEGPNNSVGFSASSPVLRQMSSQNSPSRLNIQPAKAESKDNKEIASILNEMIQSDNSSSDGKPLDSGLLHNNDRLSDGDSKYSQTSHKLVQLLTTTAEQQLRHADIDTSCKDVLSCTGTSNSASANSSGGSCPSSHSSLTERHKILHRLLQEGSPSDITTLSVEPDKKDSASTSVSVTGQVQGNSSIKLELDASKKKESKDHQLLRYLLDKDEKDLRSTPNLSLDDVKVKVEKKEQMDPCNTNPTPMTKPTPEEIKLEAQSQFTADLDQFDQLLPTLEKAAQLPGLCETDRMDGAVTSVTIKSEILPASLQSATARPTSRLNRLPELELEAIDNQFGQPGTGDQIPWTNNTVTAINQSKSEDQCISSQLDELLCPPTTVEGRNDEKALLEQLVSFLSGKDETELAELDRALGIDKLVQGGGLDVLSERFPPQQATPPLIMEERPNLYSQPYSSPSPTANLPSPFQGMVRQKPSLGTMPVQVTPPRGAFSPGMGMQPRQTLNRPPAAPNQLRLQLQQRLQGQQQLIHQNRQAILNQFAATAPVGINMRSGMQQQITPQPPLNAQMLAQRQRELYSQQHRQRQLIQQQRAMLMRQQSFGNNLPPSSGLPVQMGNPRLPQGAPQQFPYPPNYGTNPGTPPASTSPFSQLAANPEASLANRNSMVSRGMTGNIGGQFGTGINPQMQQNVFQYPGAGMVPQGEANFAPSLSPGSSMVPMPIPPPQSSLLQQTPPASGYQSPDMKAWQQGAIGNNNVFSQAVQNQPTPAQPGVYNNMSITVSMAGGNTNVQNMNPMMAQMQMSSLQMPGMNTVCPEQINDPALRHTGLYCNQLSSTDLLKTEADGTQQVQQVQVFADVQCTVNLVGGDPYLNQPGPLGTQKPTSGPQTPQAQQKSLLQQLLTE
NCOA3 inh = inhibits human SRC3 coactivator. Q9Y6Q9. HEK293 GAL4-SRC3 luciferase reporter, luminescence. inhibition, % at 3.6 µM. 360,000 compounds, 0.17% hits. AID 588352;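 active = inhibition above a per-campaign cutoff, the mean of all compounds plus 3 SD, cut at about 60% in these data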;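 note: 0% = DMSO-treated cells and 100% = gossypol-treated cells at 36 µM; higher means less SRC3-driven luciferase light from the GAL4 reporter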
NOD2 RIPK2 PPI = blocks binding of human NOD2 to RIPK2; 360,000 compounds, 0.38% hits; inhibition, % at 4.98 µM; CHO BLA complementation NOD2-RIPK2, CCF4 ratio; in the data active = inhibition above about 21%;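 note: 0% = vehicle only and 100% = reference blocker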
TROY signal inh = blocks TROY-dependent signaling in reporter cells. Q293 LMP1-TROYcd NF-kB luciferase reporter, 4 h. inhibition, % at 10 µM. 360,000 compounds, 0.98% hits. AID 1347056;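 active = compounds whose plate-normalised and pattern-corrected inhibition of the luciferase reporter signal at the single screening dose is 50% or more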
NCOA2 inhibitor = human SRC2 (NCOA2) inhibition; Q15596; HEK293 GAL4-SRC2 luciferase reporter, luminescence; inhibition, % at 9 µM; 370,000 compounds, 0.17% hits;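 active = inhibition above the mean inhibition of all tested compounds plus 3 SD, set per campaign, cut at about 52% in these data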;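 note: 0% = DMSO treated cells and 100% = cells given Gossypol at 36 µM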
An asterisk follows results filed as active; . = not tested or not shown. A portion of the library; count on the stated rates, not on these rows.

SMILES	TWEAK Fn14 block	C8 TRAIL sens	NR5A2 inv ag	COUP-TFII inh	TLR9-MyD88 block	LMP1 NFkB inh	SRC1 inh	NCOA3 inh	NOD2 RIPK2 PPI	TROY signal inh	NCOA2 inhibitor
CCCCNC(=O)C1(C)CCCCN1C(=O)c1sccc1C (stereo not drawn)	-6	13	0	-10	.	.	0	-5	-6	-4	0
CC(=O)c1cccc(NCC(=O)Nc2cc(S(=O)(=O)N3CCCCC3)ccc2C)c1	22	-7	9	-4	-9	0	-17	-9	-6	6	7
Cc1ccc(/C=C2/NC(=O)N(c3ccccc3)C2=O)o1	8	0	13	-6	2	-16	-30	-17	6	25	-12
O=C(OCc1ccccc1)N1CCC2CC1c1ccc(-c3cccc(F)c3)cc12 (stereo not drawn)	-13	-3	-5	-9	.	.	1	8	5	-8	-6
O=C(CC1C(=O)NCCN1Cc1ccccc1C(F)(F)F)NC1CCCCCC1 (stereo not drawn)	16	-10	8	0	2	-8	10	-11	-13	-8	-11
CCCC(CCC(=O)Nc1ccc(C(=O)OC)cc1)C(=O)O (stereo not drawn)	19	1	-1	-2	-4	4	-7	9	-16	5	-1
Cc1ccc2c(c1)[C@H]1[C@H](CO2)[C@H](c2ccccc2)[C@]2(C)C(=O)Nc3ccc(Br)cc3C(=O)N12	0	0	-14	11	-9	4	1	4	-7	17	-23
O=S(=O)(Nc1ccc(-c2csc(-c3ccccc3)n2)cc1)c1ccccc1	16	-2	-15	-11	6	10	-1	-15	-6	16	-13
COc1ccc(Cc2c(-c3ccccc3)nc3ccc(Br)cn23)c(C)c1	-11	-5	-144	-36	.	.	-86	-104	-3	-40	-55
CC(=O)O[C@H]1[C@@H](O)[C@H](O)[C@H](Oc2c(O)c(C)c3c4c2[C@@H](C)CC[C@@H]4[C@@H](C)C[C@@H]3C=C(C)C)O[C@H]1C	9	-2	-23	1	.	.	-14	10	-5	1	17
O=c1ccc(-c2ccc(S(=O)(=O)Nc3ccc(F)cc3)s2)n[nH]1	-5	7	3	-12	-1	3	-4	-8	-6	6	5
C/C(COc1ccccc1)=N\NC(=O)c1nnn(-c2nonc2N)c1CSc1ccccc1	1	-1	-6	7	-5	1	9	-5	1	13	2
CC(C)C(C)(C#N)NC(=O)CSc1nc2scc(-c3ccc(F)cc3)c2c(=O)n1Cc1ccccc1 (stereo not drawn)	30	1	-3	3	9	-2	-9	19	4	-7	6
CCCN(CCC)CCN1C(=O)C2C(C(=O)Nc3ccc(C)cc3)C3C=CC2(O3)C1C(=O)NC1CCCCC1 (stereo not drawn)	10	-15	18	-2	1	0	-5	-2	-2	5	10
CC(C)(C)c1nn(-c2ccccc2)c2[nH]c(=O)c(CNCc3ccco3)cc12	7	-7	1	10	-4	1	-5	4	-1	24	-9
COc1cc(NS(=O)(=O)c2ccc(NC(=S)NC(=O)c3cccs3)cc2)nc(OC)n1	3	17	-19	11	0	-2	-3	11	5	13	7
CCOC(=O)/C(=N\Nc1ccc(OC)cc1)c1csc(Nc2ccccc2)n1	-15	5	13	-41	15	-60	8	12	4	-59	1
CC(C)(C)c1cnnn1-c1ccc(/C=N/Nc2ccc([N+](=O)[O-])cc2)cc1	29	-3	35	0	4	-8	-11	-1	6	27	-15
Cc1nnc(SCC(=O)NCc2ccc3c(c2)OCO3)[nH]c1=O	-6	-7	18	4	-6	-23	-10	-5	1	-12	-10
COCc1cccc(-c2csc(C(NC(C)=O)c3cccc(OC)c3)n2)c1 (stereo not drawn)	0	-6	-9	0	.	.	-8	-21	-5	-4	-19
CCOC(=O)C1CCCN(C(=O)/C=C/c2ccc(OC)cc2)C1 (stereo not drawn)	-15	-3	1	-3	4	1	-51	10	10	2	-40
Cc1ccc(NC(=O)CSc2ccc(-c3ccccn3)nn2)cc1F	-9	19	2	2	-2	-1	-6	-35	7	0	-1
O=C(c1cccc(F)c1)N1CCN(C(=O)c2cc3ncc(Br)cn3n2)CC1	-3	-10	12	5	-4	-7	-10	-13	-10	7	-22
N#Cc1ccsc1NC(=O)CN1CCOCC1	1	-1	-17	-9	0	-9	-31	5	-7	3	-9

The last 6 compounds of the part above are carried over, then new ones follow:
SMILES	TWEAK Fn14 block	C8 TRAIL sens	NR5A2 inv ag	COUP-TFII inh	TLR9-MyD88 block	LMP1 NFkB inh	SRC1 inh	NCOA3 inh	NOD2 RIPK2 PPI	TROY signal inh	NCOA2 inhibitor
Cc1nnc(SCC(=O)NCc2ccc3c(c2)OCO3)[nH]c1=O	-6	-7	18	4	-6	-23	-10	-5	1	-12	-10
COCc1cccc(-c2csc(C(NC(C)=O)c3cccc(OC)c3)n2)c1 (stereo not drawn)	0	-6	-9	0	.	.	-8	-21	-5	-4	-19
CCOC(=O)C1CCCN(C(=O)/C=C/c2ccc(OC)cc2)C1 (stereo not drawn)	-15	-3	1	-3	4	1	-51	10	10	2	-40
Cc1ccc(NC(=O)CSc2ccc(-c3ccccn3)nn2)cc1F	-9	19	2	2	-2	-1	-6	-35	7	0	-1
O=C(c1cccc(F)c1)N1CCN(C(=O)c2cc3ncc(Br)cn3n2)CC1	-3	-10	12	5	-4	-7	-10	-13	-10	7	-22
N#Cc1ccsc1NC(=O)CN1CCOCC1	1	-1	-17	-9	0	-9	-31	5	-7	3	-9
CCN(c1ccccc1)S(=O)(=O)c1ccc(C(=O)N(C)CCc2ccc(OC)c(OC)c2)cc1	-6	-17	2	10	-9	-7	-13	5	1	6	4
CCN(CC)P(=O)(/C(Cl)=C\Nc1c(C)n(C)n(-c2ccccc2)c1=O)N(CC)CC	-1	-8	9	-4	-10	6	3	15	-3	-13	9
COCC(C)n1c(C)cc(C(=O)COC(=O)c2c(C)nn(-c3ccccc3)c2C)c1C (stereo not drawn)	-18	4	1	7	-11	6	1	21	-8	-3	-17
COc1ccc(S(=O)(=O)N(C)CC(=O)Nc2ccc(C(F)(F)F)cc2)cc1Cl	6	10	-5	-9	6	-12	18	14	7	21	7
CCc1ccc(N(C(=O)Cn2nnc(-c3ccccc3)n2)C(C(=O)NC2CCCCC2)c2ccccn2)cc1 (stereo not drawn)	-15	1	14	-9	-17	0	-7	4	-1	-3	-9
CC(C)C[C@H]1CNC(=S)N1C[C@H]1CCCN1C[C@H](Cc1ccc(O)cc1)N1C[C@H](CC(C)C)N(CC2CCCCCC2)C1=S	20	-31	-28	21	.	.	21	38	-1	12	-4
NC(=O)CSc1nnc(Cc2cccs2)n1C1CCCCC1	2	2	6	1	9	-1	-22	4	-2	-10	6
CCC(=O)Nc1ccc(NC(=O)c2ccccn2)cn1	47	21	-129	-37	3	0	-57	-37	0	2	-28
CCN(CC(=O)Nc1c(F)cccc1F)C(=O)c1nn(C)c(=O)c2ccccc12	2	7	4	-3	9	-1	-11	11	-1	-9	8
CCCc1[nH]nc2c1C(C1CC=CCC1)C(C#N)=C(N)O2 (stereo not drawn)	54*	-18	9	-3	6	7	3	30	-9	15	24
CCCCC(=O)N(Cc1ccc(F)cc1)C1CCS(=O)(=O)C1 (stereo not drawn)	8	-2	1	-3	3	-7	2	-4	-3	2	7
CN(C)C(=O)CSc1nnc(-c2ccco2)n1-c1ccccc1	4	1	-16	9	-6	-2	17	9	-3	14	-40
CC(=O)Nc1cccc(NC(=O)/C=C/c2ccc(S(=O)(=O)N3CCOCC3)cc2)c1	12	-8	-6	2	-1	-8	-9	-1	-21	1	-6
O=C(COC(=O)c1ccc(S(=O)(=O)N2CCOCC2)cc1)NC1CCCC1	2	-8	20	6	6	-9	1	23	1	4	-3
CCN1CCN(C(=O)c2nn(-c3ccc(C)cc3)c(=O)c3c2c2ccccc2n3C)CC1	-3	4	4	17	-10	1	-12	0	-1	-15	3
CN1CCN(CC(=O)Nc2ccccc2[N+](=O)[O-])CC1	-9	1	5	-12	4	-2	-4	3	-11	19	-43
C/C=C/C=C\C(=O)Nc1cccc(C2=NOC3(C2)C[C@@H](C(N)=O)N(C(=O)c2cc([N+](=O)[O-])cc([N+](=O)[O-])c2C)C3)c1 (stereo partly drawn)	-27	-3	18	-2	-6	-3	-13	-66	-1	-2	-8
Clc1ccc(-c2cc(CN3CCOCC3)no2)cc1	10	9	-124	-8	-5	11	-63	-95	-1	-16	-61
CC1CC(C)CN(c2ncc3c(n2)CC(c2ccc(Cl)cc2)CC3=O)C1 (stereo not drawn)	9	16	5	-26	1	7	31	-11	-1	8	-20
O=C(OCc1ccccc1Cl)C1CC(=O)N(Cc2ccco2)C1 (stereo not drawn)	-2	24	7	8	-3	0	8	16	-3	-16	-29
O=C(OCC#CCSc1nc2ccccc2s1)c1ccco1	-24	6	-48	-18	3	-7	-58	-44	-9	-25	-62
CCCCN1CCN=C1Nc1ccccc1	-17	32	-12	-9	6	1	8	-27	0	2	7
Cc1nn(C2CCS(=O)(=O)C2)c(Cl)c1/C=C/C(=O)OCC(=O)c1cc(C)n(-c2ccc(F)cc2)c1C (stereo not drawn)	59*	26	25	63*	-14	27	15	16	-7	42	15
O=[N+]([O-])c1ccc(C=CC=Cc2ccccc2)cc1	-29	10	-9	-17	25*	-33	-72	-44	6	-42	-30
COc1ccc(Cl)cc1C(=O)NNC(=O)c1nc2nc(C)cc(C)n2n1	3	8	1	12	15	-30	7	-12	-6	-5	-3
COc1ccc(NC(=S)NN2CCN(C)CC2)cc1	19	0	3	11	1	5	-7	-7	-12	3	1

Compound activity: PubChem, several laboratories
